Screening data deposited in PubChem BioAssay by several laboratories.
KLF5 inhibitor – suppresses KLF5 promoter-driven expression; inhibition, % at 5 µM; DLD-1 KLF5 promoter-luciferase reporter, luminescence; actives 0.23% (n = 290,000);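 active = inhibition above a per-plate limit of that plate's mean compound inhibition plus 3 SD, cut at about 60% in these data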;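 note: 0% = DMSO wells and 100% = LY294002 at 200 µM; higher means less KLF5 promoter-driven luciferase light; inactives centre near -14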
aSyn 5UTR inh – 5' untranslated region of α-synuclein, MLPCN primary screen. inhibition, % (tested at 7.5 µM). actives 0.82% (n = 300,000). AID 1813. alpha-synuclein 5'UTR reporter, inhibitor activity; in the data active = inhibition above about 60%; inconclusive = no clear call, values can overlap the other calls;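 note: H4 neuroglioblastoma cells stably carrying SNCA 5'UTR luciferase fusion; 0% = DMSO wells and 100% = positive control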
Platelet DG rel – modulates dense granule release in human platelets; human platelet-rich plasma, SFLLRN dense granule ATP release, luminescence; inhibition, %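 (compounds screened at 7.5 µM in platelet-rich plasma)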; actives 0.22% (n = 300,000);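 active = mean replicate score, as percent of positive control, at or above 50; inconclusive = mean below 50 but at least one replicate at or above 50; inactive = mean and every replicate below 50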
HSP90 refold inh – blocks HSP90-mediated luciferase refolding in reticulocyte lysate | Rabbit reticulocyte lysate, luciferase refolding luminescence, 3 h | inhibition, % at 5.6 µM | actives 0.91% (n = 290,000) | AID 1789;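 active = inhibition above the screen-wide mean plus 3 SD, computed separately per campaign, cut at about 16% in these data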;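 note: 0% = DMSO wells and 100% = 60 µM geldanamycin wells; inhibitors lower the luminescence because luciferase stays unfolded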
HIF act – HIF pathway transcriptional activation | AID 1910 | actives 0.32% (n = 300,000) | U2OS HRE-luciferase reporter, luminescence; normalized: DMSO 0%, desferrioxamine 100% | activation, % at 7.5 µM (by protocol);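 active = mean activation of at least 10% of the iron chelator positive control signal, with at least half of replicates also reaching 10%; inconclusive = mean and replicate majority disagree about reaching 10%; inactive = mean and most replicates under 10%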
IEC-6 cytotox – kills IEC-6 intestinal cells in KLF5 counter-screen | IEC-6 cytotoxicity, luminescence viability | actives 0.78% (n = 290,000) | inhibition, % at 5 µM; in the data active = inhibition above about 22%;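 note: 0% = plate median of test compound wells and 100% = cytotoxic reference compound wells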
HSF1 inhib – HSF1 inhibition | NIH3T3-HGL HSE-luciferase, MG132-induced, luminescence 8 h; hits give low values | AID 2098 | actives 0.77% (n = 300,000) | activity change, negative = inhibition, % at 7.5 µM (by protocol);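 active = more than half of replicate wells show activity change below -50%, luminescence cut by over half; inconclusive = some wells, but at most half, below -50%; inactive = no replicate well below -50%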;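 note: luciferase reports HSF-1 transcriptional activity via heat shock element; 0% = median of DMSO wells and -100% = zero luminescence signal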
HSF-1 act – increases HSF-1 driven luciferase reporter signal; activation, % at 9 µM; NIH3T3-HGL HSF-1 luciferase reporter, MG132, 8 h; 100% = twice DMSO control signal; actives 1.7% (n = 300,000);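 active = mean replicate activation of at least 50% with a set share of replicates each reaching 50%; inconclusive = only one of those two conditions met; inactive = mean below 50% and too few replicates reaching it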;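 note: 0% = median of the neutral control wells and 100% = twice that signal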
AI-2 QS mod – Vibrio harveyi AI-2 quorum sensing modulation | activity change, % at 7.5 µM | actives 0.4% (n = 300,000) | Vibrio harveyi JMH597 AI-2 luminescence/OD600 ratio, 9 h; hits give low values; strain lacks LuxN and CqsS sensors; 0 = neutral-control median; in the data active = activity change below about -75%, passing the limit was not always enough; inconclusive = no clear call, values can overlap the other calls;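 note: luminescence divided by OD600 gain over 9 h not by final OD600 alone; inactives centre near 13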
HDAC3 inhib – inhibitors of human histone deacetylase 3; recombinant HDAC3, fluorogenic peptide/trypsin coupled, fluorescence; inhibition, % at 8.3 µM; actives 0.15% (n = 320,000); in the data active = inhibition above about 26%, passing the limit was not always enough; inconclusive = no clear call, values can overlap the other calls
Target sequence (O15379 whole entry, looked up): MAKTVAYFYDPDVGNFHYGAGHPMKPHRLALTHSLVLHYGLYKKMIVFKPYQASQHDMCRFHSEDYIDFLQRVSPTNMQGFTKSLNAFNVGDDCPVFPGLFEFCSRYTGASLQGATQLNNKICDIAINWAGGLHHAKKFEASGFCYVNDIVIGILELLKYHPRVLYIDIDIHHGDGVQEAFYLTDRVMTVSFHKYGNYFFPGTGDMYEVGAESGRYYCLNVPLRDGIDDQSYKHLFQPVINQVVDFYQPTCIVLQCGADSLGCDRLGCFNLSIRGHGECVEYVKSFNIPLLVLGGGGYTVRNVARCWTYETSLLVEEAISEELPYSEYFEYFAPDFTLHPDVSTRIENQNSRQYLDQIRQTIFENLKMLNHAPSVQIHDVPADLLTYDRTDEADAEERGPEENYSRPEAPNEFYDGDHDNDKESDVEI
Numbers without * were called inactive; ? = inconclusive; . = not tested or not shown.

SMILES | KLF5 inhibitor | aSyn 5UTR inh | Platelet DG rel | HSP90 refold inh | HIF act | IEC-6 cytotox | HSF1 inhib | HSF-1 act | AI-2 QS mod | HDAC3 inhib
COC(=O)c1[nH]c2c(c1C)C(=O)CCC2 | -13 | -7 | -2 | -1 | -0.2 | 1 | -8 | 9 | -1 | -6
COc1ccc(NC2CCCCC2NS(=O)(=O)c2ccc(C)cc2)cc1 (stereo not drawn) | -2 | -2 | -8 | -1 | 0.0 | 8 | 9 | 38 | 0 | -2
Cc1ccc(C)c(NC(=O)/C(C#N)=C/c2ccc(Sc3nncn3C)c([N+](=O)[O-])c2)c1 | -16 | -30 | 0 | 1 | -0.5 | 5 | 7 | 40 | 28 | 5
COc1ccc(C2NC(=O)NC(O)(C(F)(F)F)C2C(=O)c2ccc(C)cc2)cc1 (stereo not drawn) | 20 | -7 | 2 | 1 | . | 3 | -1 | -6 | 6 | -1
C/C(=N\NC(=O)c1nnn(-c2nonc2N)c1-c1ccccc1)c1ccccc1O | 62* | 60 | -3 | -4 | 33* | 96* | 2 | -4 | 16 | -6
Cc1ccccc1NC(=O)CSC1=NCCN1 | -13 | . | . | 0 | . | -6 | . | . | . | 3
O=C(Cc1ccccc1)NCCc1ccc(Cl)cc1Cl | -12 | -26 | -7 | 3 | 1.0 | -6 | 9 | 1 | 11 | 0
CN(Cc1ccc(O)cc1)C1CCCCC1 | -9 | 2 | 3 | -2 | -0.4 | -1 | -4 | 2 | 320 | 1
Cc1[nH]c(=O)c(C(=O)/C=C/c2ccccc2F)c2c1CCCC2 | -16 | -364 | -3 | 5 | -0.6 | 4 | -5 | 8 | -4 | 6
Cc1onc(-c2c(Cl)cccc2Cl)c1C(=O)NC(C)(C)CO | -13 | 5 | 3 | 0 | -0.1 | 2 | -9 | -8 | 37 | 2
O=C(CCN1C(=O)c2ccccc2C1=O)NC(=S)Nc1cccc(Cl)c1 | -22 | -2 | -4 | -3 | -0.4 | -8 | 2 | -6 | -60 | 11
CCOc1ccccc1N1CCN(C(=O)COc2ccc3c(C)cc(=O)oc3c2)CC1 | 2 | 8 | 8 | 2 | 0.4 | 9 | 4 | 11 | 15 | -2
CN(C)c1ccc(C2(c3ccc(N(C)C)cc3)OC(=O)c3cc(N)ccc32)cc1 | 10 | 2 | 0 | 2 | -0.4 | -11 | 8 | 6 | 30 | -6
CCOc1ccc(NC(=O)C(c2ccccn2)N(C(=O)CCl)c2ccc(OC)cc2)cc1 (stereo not drawn) | -59 | -161 | -4 | -2 | 1.5 | 5 | 3 | 17 | 8 | 0
C=C(C)CN1CCN(S(=O)(=O)c2ccc(C)c(N(C)S(=O)(=O)c3ccc(C)cc3)c2C)CC1 | -20 | 2 | 6 | 2 | -2.5 | 0 | -3 | 6 | 4 | 0
CN(C)c1ccc(NC(=S)N(CCc2ccccc2)C2CC(=O)N(c3c(Cl)cccc3Cl)C2=O)cc1 (stereo not drawn) | -3 | 14 | 9 | 0 | -1.0 | -5 | -2 | -1 | 10 | 6
O=C(Nc1ncc([N+](=O)[O-])s1)c1cccc([N+](=O)[O-])c1 | -74 | 32 | 35 | 16* | 1.8 | 0 | 9 | 35 | 38 | 14
COc1ccc(OC)c(-n2c(-c3ccccc3)n[nH]c2=S)c1 | -13 | 19 | 7 | -4 | 0.0 | -3 | -3 | -6 | 5 | 0
Cc1ccc(C(=O)Nc2nccs2)s1 | -101 | -87 | 0 | 0 | 2.3 | 5 | 14 | 19 | 9 | .
N#Cc1ccc(OCC(=O)OCC(=O)Nc2ccc(N3CCOCC3)cc2)cc1 | . | -2 | 11 | . | -0.4 | . | -5 | -24 | 15 | 5

Nothing new here: two of the compounds above.
SMILES | KLF5 inhibitor | aSyn 5UTR inh | Platelet DG rel | HSP90 refold inh | HIF act | IEC-6 cytotox | HSF1 inhib | HSF-1 act | AI-2 QS mod | HDAC3 inhib
Cc1ccccc1NC(=O)CSC1=NCCN1 | -13 | . | . | 0 | . | -6 | . | . | . | 3
O=C(Cc1ccccc1)NCCc1ccc(Cl)cc1Cl | -12 | -26 | -7 | 3 | 1.0 | -6 | 9 | 1 | 11 | 0

More results follow.
SMILES | KLF5 inhibitor | aSyn 5UTR inh | Platelet DG rel | HSP90 refold inh | HIF act | IEC-6 cytotox | HSF1 inhib | HSF-1 act | AI-2 QS mod | HDAC3 inhib
O=C(CN(C(=O)c1csnn1)c1cccc(C(F)(F)F)c1)NCc1ccc(F)cc1 | 12 | 9 | 0 | -1 | -3.0 | -3 | -2 | 2 | . | 9
CCOC(=O)Cc1csc(N/C(=N/S(=O)(=O)c2ccc(F)cc2F)c2ccccc2)n1 | 1 | 14 | -2 | 1 | 0.0 | -6 | -3 | -20 | 6 | 1
CCOc1ccccc1-n1nnnc1SC(C)C(=O)OC (stereo not drawn) | 5 | 5 | 1 | 0 | -1.0 | -8 | -1 | 6 | -4 | 1
N#Cc1cc(-c2ccccc2)nnc1Sc1ccccc1 | -26 | -34 | 1 | 0 | 1.1 | -6 | 14 | 20 | 0 | 3
Cc1ccc(Cl)cc1NC(=O)C1CC(=O)Nc2ncnn21 (stereo not drawn) | -13 | 3 | -5 | -2 | 0.2 | -6 | -1 | -13 | 14 | -1
CCN(CC)CC(=O)Nc1ccccc1SCC(=O)Nc1ccsc1C(=O)OC | -16 | -5 | 5 | 1 | -0.2 | 2 | 11 | 22 | -4 | 5
C[C@@H](C(=O)N[C@@H](Cc1c[nH]c2ccccc12)C(=O)O)n1nnc2ccccc2c1=O | -40 | -11 | -1 | 4 | 0.6 | -3 | 1 | -17 | -3 | 3
CCOC(=O)C1CCN(S(=O)(=O)c2ccc(CN3C(=O)c4cccnc4C3=O)cc2)CC1 | -13 | -27 | -10 | -2 | 1.4 | 0 | 4 | 8 | 2 | 7
Nc1nc(NCc2cccs2)nn1-c1ccccc1 | -33 | -67 | -3 | -2 | 2.0 | 0 | 7 | 12 | 6 | -8
Cc1ccccc1Oc1ccccc1N | -27 | -20 | -3 | -1 | 0.0 | -10 | -2 | 0 | 6 | -2
Cc1ccc(CSCCNC(=O)CN2C(=O)c3ccccc3S2(=O)=O)cc1 | -14 | 11 | 2 | 1 | 0.4 | 2 | -2 | 10 | -10 | 8
Cc1ccc(CCNC(=O)C2CCCN(S(=O)(=O)N3CC(C)CC(C)C3)C2)cc1 (stereo not drawn) | -11 | 19 | -1 | -2 | -0.1 | -8 | 7 | 19 | 15 | -4
COC(=O)c1c(NC(=O)c2ccc(Br)s2)sc2c1CCC2 | -6 | -92 | -1 | 1 | -0.5 | 2 | 2 | 20 | 10 | 7
COc1ccccc1N1CCN(S(C)(=O)=O)CC1 | -42 | 13 | 7 | -1 | -0.1 | 0 | -5 | -3 | 25 | 4
CCN(CC)C(=O)c1cc2cc(Br)ccc2oc1=O | -23 | 17 | 3 | 1 | -0.3 | -1 | 6 | -16 | 12 | 5
CC(CN1CCOCC1)c1ccccc1 (stereo not drawn) | -19 | -9 | 4 | 4 | -0.6 | -6 | -1 | -3 | 16 | 2
O=C(CCc1ccccc1)Nc1nnc(-c2ccc3c(c2)CCCC3)o1 | -30 | -23 | -7 | 0 | 0.4 | -4 | 3 | 9 | 21 | -6
Cc1ccc(OCCC(=O)Nc2ccccc2C(=O)NC2CC2)cc1 | -28 | 6 | 0 | -4 | -0.7 | 3 | 4 | 7 | 37 | 6
Cc1cccc(NC(=O)c2ccc(COc3ccc4ccccc4c3)o2)n1 | -22 | -25 | -1 | 9 | 0.2 | 2 | 51 | 68* | -3 | -2
CC1(C)C(=O)Nc2ccccc2N1C(=O)COC(=O)C12CC3CC(CC(O)(C3)C1)C2 | -7 | 4 | 5 | 3 | -0.2 | 4 | 2 | 1 | 9 | 3
CC(C)=C1SC(N2CCN(c3ccc(C)c(Cl)c3)CC2)=NC1=O | 14 | 4 | 19 | -1 | -0.3 | 1 | 3 | 4 | -9 | -2
Cc1cccc(NC(=O)C2CCCN2/C=C/C(=O)C(F)(F)F)c1C (stereo not drawn) | 17 | -8 | -1 | 1 | 0.1 | 0 | -3 | -18 | 10 | 4
Cc1ccc(C2NC(=O)c3ccccc3N2)s1 (stereo not drawn) | 43 | -168 | -20 | 4 | 3.7 | 73* | 46 | 67* | 11 | 6
CCOC(=O)Oc1ccc(/C=C2\N=C(C)OC2=O)cc1 | -52 | -9 | 13 | 0 | -9.2 | -11 | -5 | 9 | 30 | 14
CC1Cc2ccccc2N1C(=O)Cn1cnc2c1c(=O)n(C)c(=O)n2C (stereo not drawn) | -9 | -1 | 9 | 2 | -0.2 | 6 | -1 | -17 | 9 | 1
O=C1CC(c2ccco2)CC2=C1C1c3ccccc3C(=O)N1c1ccccc1N2 (stereo not drawn) | 2 | -114 | -17 | 1 | 0.0 | -8 | 8 | 14 | 13 | 0
O=C(NCCS(=O)(=O)NC1CCCCC1)c1ccc2c(c1)OCO2 | . | 0 | 15 | . | -0.1 | . | 0 | -4 | 23 | 3
CC(C)N(CCc1ccncc1)C(=S)Nc1ccc(F)c(Cl)c1 | -2 | 12 | 2 | -2 | -0.5 | 1 | -1 | 10 | 0 | 3
O=C1c2cccnc2C(=O)N1c1cccc([N+](=O)[O-])c1 | -28 | 7 | . | -4 | 0.3 | 0 | -9 | -17 | 12 | 0
CC(=O)Nc1ccc2sc(NC(=O)CN3CCOCC3)nc2c1 | -42 | 4 | -4 | -1 | -7.0 | -4 | 1 | -5 | 21 | 1
O=C(O)CSc1nc2sc3c(c2c(=O)n1-c1ccccc1)CCC3 | -22 | 11 | -7 | -5 | -1.7 | -2 | -12 | -10 | -16 | 5
CC1CCN(CCNC(=O)C2CCCN(S(=O)(=O)c3cccc4nsnc34)C2)CC1 (stereo not drawn) | -22 | -14 | -2 | -6 | 0.0 | -4 | -7 | -2 | . | 2
Cc1ccc(CN2CC(C(=O)N(C)CC(=O)Nc3cccc(F)c3)CC2=O)cc1 (stereo not drawn) | -8 | 21 | -5 | -4 | -0.2 | -1 | 2 | 13 | 7 | 10
COc1cc(/C=N/NC(=O)C(=O)Nc2ccccn2)ccc1O | 9 | -4 | 6 | 2 | -0.1 | 0 | 0 | -17 | 20 | ?
CCOC(=O)NC1(C(F)(F)F)N=C(c2ccccc2)NC1=O (stereo not drawn) | 7 | 6 | 3 | -1 | -0.6 | -1 | -9 | -5 | 23 | -1
Cc1[nH]c2ccccc2c1CCCO | -19 | 14 | 1 | -1 | -1.5 | -2 | 0 | 15 | 8 | 0
COc1ccccc1CNC(=O)c1ccc(CS(=O)(=O)c2ccc(C)cc2)o1 | -14 | -14 | -2 | -1 | -0.1 | 2 | 10 | 20 | 20 | -9
CC(C)(C)NC(=O)C(c1cccs1)N(C(=O)c1csnn1)c1cccc(F)c1 (stereo not drawn) | -11 | -2 | -6 | -6 | 0.0 | 0 | -3 | 17 | 21 | 4
CCN1C(Nc2ccccc2)=NC[C@@H]1CC(C)C | -23 | -7 | -3 | -4 | -0.2 | 2 | -6 | 4 | 6 | 0
Cc1cccc(NC(=O)N2CCN(Cc3ccc4c(c3)OCO4)CC2)c1C | 0 | -35 | 0 | 0 | 0.5 | -3 | -9 | -3 | 18 | 2
COC(=O)c1ccc(C(=O)OC)c(NC(=O)COc2ccccc2OC)c1 | -40 | -1 | 2 | 0 | 0.0 | -4 | 3 | 23 | 10 | 2
